TAG inh: triacylglycerol accumulation inhibition; H9c2 cells, Nile Red lipid (TAG) fluorescence; cells loaded with 200 µM oleic acid; inhibition, % at 12.5 µM; 230,000 compounds, 0.66% hits; AID 651582;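 active = pattern-corrected inhibition of lipid staining of at least 50% with the nuclear-stain viability signal not falling by more than 50%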;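 note: 0% = DMSO wells and 100% = triacsin C control wells; some results filed as inactive read as strong as hits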
TAG inh DAPI viability: recorded beside TAG inh, whose call it bears; DAPI nuclei signal change (viability), lower = more cytotoxic, %;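 whole-well DAPI fluorescence read on a plate reader as a viability signal; minus 50 percent equals half of cells still viable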
* marks the source's active call; other numbers are inactive results. An excerpt; the hit share may differ from the screen's.

Cc1cnc(NC(=O)C2C(=O)c3ccccc3S(=O)(=O)N2C)s1 (configuration not stated) was read as TAG inh -2 and TAG inh DAPI viability 1.
`O=C(Cc1ccc(NC(=O)C2CCN(C(=O)C3CCCC3)CC2)cc1)Nc1cccc(C(=O)N2CCCCC2)c1` gave TAG inh -11 and TAG inh DAPI viability 16.
`CCNC(=S)NCc1ccc(OC)c(OC)c1` gave TAG inh 8 and TAG inh DAPI viability -7.
For COc1ccc(C2=NOC(Cn3nc(-c4ccccc4)cc3C(=O)NCc3cccc(Br)c3)C2)cc1 (configuration not stated) the results were TAG inh -16 and TAG inh DAPI viability -1.
`CCC1(c2ccccc2)NC(=O)N(CC(=O)NNC(=O)c2ccc(F)cc2)C1=O` (configuration not stated) gave TAG inh 22 and TAG inh DAPI viability -2.
`O=c1c2cc(F)ccc2sn1-c1ccc(F)cc1` gave TAG inh 12 and TAG inh DAPI viability -5.
Cc1cc(C(=O)CSc2nnc(C3COc4ccccc4O3)n2C)c(C)n1-c1ccc(F)cc1 (configuration not stated) was read as TAG inh -12 and TAG inh DAPI viability 0.
CC1(Cc2ccc(Cl)c(Cl)c2)C(=O)Nc2c(Cl)ccc(Cl)c21 (configuration not stated) was read as TAG inh -7 and TAG inh DAPI viability -4.
For Nc1ccc2nc3n(c(=O)c2c1)CCC3 the results were TAG inh -13 and TAG inh DAPI viability 5.
For C#CCOCCOCCOCCNc1nc(N2CCOCC2)nc(N2CCN(C(=O)[C@H](Cc3ccc(O)cc3)n3cc([C@@H](N)CC(C)C)nn3)CC2)n1 the results were TAG inh -6 and TAG inh DAPI viability 7.
Cc1cc(NC(=O)CSc2n[nH]c(=O)[nH]c2=O)ccc1Br was read as TAG inh 2 and TAG inh DAPI viability -1.
Screening O=C(CCc1nc2sc3c(c2c(=O)[nH]1)CCCC3)N1CCN(c2ccccc2)CC1 returned TAG inh 3 and TAG inh DAPI viability 0.
For CC1CCCC(NC(=O)COC(=O)c2ccccc2[N+](=O)[O-])C1C (configuration not stated) the results were TAG inh -18 and TAG inh DAPI viability 9.
Cc1cc2cc(CNC(=O)NC3CCCCC3)ccc2n1C was read as TAG inh 7 and TAG inh DAPI viability 0.
CCOC(=O)CSc1nc2cc(C)cc(C)c2cc1C#N was read as TAG inh 11 and TAG inh DAPI viability 4.

As a short view, 3 of the compounds above:
Cc1cnc(NC(=O)C2C(=O)c3ccccc3S(=O)(=O)N2C)s1 (configuration not stated) was read as TAG inh -2 and TAG inh DAPI viability 1.
`O=C(Cc1ccc(NC(=O)C2CCN(C(=O)C3CCCC3)CC2)cc1)Nc1cccc(C(=O)N2CCCCC2)c1` gave TAG inh -11 and TAG inh DAPI viability 16.
`CCNC(=S)NCc1ccc(OC)c(OC)c1` gave TAG inh 8 and TAG inh DAPI viability -7.

Of the compounds above, these contain a carbonyl joined to an NH by a bond outside any ring.
Cc1cnc(NC(=O)C2C(=O)c3ccccc3S(=O)(=O)N2C)s1 (configuration not stated) was read as TAG inh -2 and TAG inh DAPI viability 1.
`O=C(Cc1ccc(NC(=O)C2CCN(C(=O)C3CCCC3)CC2)cc1)Nc1cccc(C(=O)N2CCCCC2)c1` gave TAG inh -11 and TAG inh DAPI viability 16.
For COc1ccc(C2=NOC(Cn3nc(-c4ccccc4)cc3C(=O)NCc3cccc(Br)c3)C2)cc1 (configuration not stated) the results were TAG inh -16 and TAG inh DAPI viability -1.
`CCC1(c2ccccc2)NC(=O)N(CC(=O)NNC(=O)c2ccc(F)cc2)C1=O` (configuration not stated) gave TAG inh 22 and TAG inh DAPI viability -2.
Cc1cc(NC(=O)CSc2n[nH]c(=O)[nH]c2=O)ccc1Br was read as TAG inh 2 and TAG inh DAPI viability -1.
For CC1CCCC(NC(=O)COC(=O)c2ccccc2[N+](=O)[O-])C1C (configuration not stated) the results were TAG inh -18 and TAG inh DAPI viability 9.
Cc1cc2cc(CNC(=O)NC3CCCCC3)ccc2n1C was read as TAG inh 7 and TAG inh DAPI viability 0.

Next part
For NS(=O)(=O)c1ccc(CCNC(=O)CCC2COc3ccccc3O2)cc1 (configuration not stated) the results were TAG inh -8 and TAG inh DAPI viability 8.
For CCOC(=O)N1CCN(C(=O)CN(C2CCCCC2)S(=O)(=O)c2ccc(C)cc2)CC1 the results were TAG inh 5 and TAG inh DAPI viability 12.
O=C(Nc1cc(S(=O)(=O)N2CCCCC2)ccc1N1CCCCC1)c1ccncc1 was read as TAG inh -8 and TAG inh DAPI viability 0.
Screening COc1cc2c(cc1OC)C(c1ccccc1)N(S(C)(=O)=O)CC2 (configuration not stated) returned TAG inh -2 and TAG inh DAPI viability 4.
Cc1ccc(S(=O)(=O)NC(=O)C2(C)CCN2C(=O)C2CC2)cc1 (configuration not stated) was read as TAG inh 6 and TAG inh DAPI viability -4.
`O=C(c1cc(S(=O)(=O)N2CCOCC2)c(Cl)cc1Cl)N1CCCCC1CO` (configuration not stated) gave TAG inh 9 and TAG inh DAPI viability 1.
For Cc1ccc(OCCCCn2cnc3ccccc32)cc1 the results were TAG inh -8 and TAG inh DAPI viability 10.
`COc1ccc(OCCCC(=O)Nc2nncs2)cc1` gave TAG inh 1 and TAG inh DAPI viability 3.
`O=C(COc1ccccc1)NNC(=O)c1ccc(Cl)cc1` gave TAG inh -20 and TAG inh DAPI viability 3.
`N/C(=N\O)c1ccc(NC(=O)c2cccs2)cc1` gave TAG inh 6 and TAG inh DAPI viability 2.
Screening CC(=O)c1ccc(OC(=O)c2ccc(-n3nc(C)cc3C)cc2)cc1 returned TAG inh -2 and TAG inh DAPI viability 2.
Nc1nc2n(n1)C(c1cccs1)CC(c1ccc(F)cc1)N2 (configuration not stated) was read as TAG inh -79 and TAG inh DAPI viability 4.
`O=C(NNC(=O)c1ccccc1OCc1ccc(F)cc1)c1ccccc1O` gave TAG inh 3 and TAG inh DAPI viability -9.
For C/C(=N/NC(=O)CNC(=O)Cc1ccccc1)c1ccco1 the results were TAG inh -17 and TAG inh DAPI viability 0.
Screening Cc1ccc(S(=O)(=O)N2CCN(C(=O)C3CCN(C(=O)c4ccc(F)cc4)CC3)CC2)c(C)c1 returned TAG inh 18 and TAG inh DAPI viability 1.
For CCn1c(O)c(N=NC(=O)c2cccs2)c2ccccc21 the results were TAG inh 11 and TAG inh DAPI viability 8.
`Cc1cc(NC(=O)Nc2cccc(Cl)c2)n(-c2ccccc2)n1` gave TAG inh 3 and TAG inh DAPI viability 5.
`C[C@@H]1CN([C@@H](C)CO)C(=O)c2cc(C#CC3CCCCC3)cnc2O[C@@H]1CN(C)S(=O)(=O)c1ccc(F)cc1` gave TAG inh 46 and TAG inh DAPI viability 0.
Screening COCCOc1ccc(C(F)(F)F)cc1NC(=O)COC(=O)c1cc([N+](=O)[O-])ccc1N1CCOCC1 returned TAG inh 26 and TAG inh DAPI viability -6.
Screening CN(CC(=O)Nc1ccccc1Br)C(=O)c1cc(S(=O)(=O)N(C)C)ccc1N1CCCC1 returned TAG inh -1 and TAG inh DAPI viability 6.
For O=C(COc1ccccc1F)NCC(c1ccc(F)cc1)N1CCOCC1 (configuration not stated) the results were TAG inh -5 and TAG inh DAPI viability 3.
`CCN(CC(=O)NC(C)C)C(=O)c1cc(S(=O)(=O)N2CCCCC2)ccc1N1CCCCC1` gave TAG inh 6 and TAG inh DAPI viability 7.
For CNc1nc(NCc2ccccc2)c2sccc2n1 the results were TAG inh -26 and TAG inh DAPI viability 3.
For BrC(=C\c1ccccc1)/C=N/n1cnnc1 the results were TAG inh 18 and TAG inh DAPI viability -48.
Screening CC(C)C[C@@H](CN)NC(=O)c1nc[nH]c1C(=O)N[C@@H](CC(C)C)C(=O)CNC[C@H](C)NC(=O)c1nc[nH]c1C(=O)N[C@@H](C)C(=O)O returned TAG inh 3 and TAG inh DAPI viability 3.
`CCN(CC(=O)Nc1cc(Cl)ccc1C)C(=O)Cn1c(=O)cnc2ccccc21` gave TAG inh -8 and TAG inh DAPI viability 12.
For CCCCNC(=O)C1CCCN(S(=O)(=O)CC)C1 (configuration not stated) the results were TAG inh 6 and TAG inh DAPI viability -3.
For Cn1nccc1-c1cc(Cl)cc(Cl)c1O the results were TAG inh -7 and TAG inh DAPI viability 6.
For C[n+]1c2n(c3ccccc31)N=C(c1ccc(Cl)cc1)CS2 the results were TAG inh -114 and TAG inh DAPI viability 5.
For C/C(N)=C(\C#N)C(=O)NCc1ccccn1 the results were TAG inh -12 and TAG inh DAPI viability -2.
CN(C)S(=O)(=O)N1CCC(Oc2ccc(C(=O)N3C[C@H]4CC[C@H]3C4)cc2)CC1 was read as TAG inh -18 and TAG inh DAPI viability -2.
For COc1ccc2c(-c3ccccc3)cc(SCC(=O)N(C)C)nc2c1 the results were TAG inh -5 and TAG inh DAPI viability 0.
Screening O=C(NCC1CCCO1)c1cn(Cc2ccccc2Cl)nc1-c1ccccc1 (configuration not stated) returned TAG inh -10 and TAG inh DAPI viability 0.
For O=C(c1cccc(F)c1F)N1CCCC1 the results were TAG inh -5 and TAG inh DAPI viability -7.
For C=CCN1CCN(C(=O)c2cc3c(s2)CCC(CC)C3)CC1 (configuration not stated) the results were TAG inh -10 and TAG inh DAPI viability 1.
COC(C(=O)Nc1ccccc1F)c1ccccc1 (configuration not stated) was read as TAG inh 0 and TAG inh DAPI viability 5.
Screening O=C(COC(=O)C1CCC1)Nc1ccc(Cl)cn1 returned TAG inh -7 and TAG inh DAPI viability 10.
COCCNC(=O)/C(C#N)=C/c1ccc(C(=O)O)cc1 was read as TAG inh -10 and TAG inh DAPI viability 5.
Cc1cc(C)c2c(c1)c(C)cc1nnc(SCC(=O)c3cccs3)n12 was read as TAG inh -9 and TAG inh DAPI viability 3.
CCc1ccc(C(=O)NNC(=O)CCc2nc3ccccc3c(=O)[nH]2)cc1 was read as TAG inh 13 and TAG inh DAPI viability 8.
`COc1cc(S(=O)(=O)NCc2ccc3c(c2)OCO3)c(OC)cc1C` gave TAG inh 3 and TAG inh DAPI viability 4.
`O=C(O)CCCCCNC(=O)Cn1nnc2ccccc2c1=O` gave TAG inh 0 and TAG inh DAPI viability 4.
C=CCc1c(C)nc(-c2ccccc2)nc1N/N=C/c1ccncc1 was read as TAG inh 65* and TAG inh DAPI viability -27*.
Screening COc1ccc(Nc2nc(Cl)nc(Nc3ccc(OC)cc3)n2)cc1 returned TAG inh -7 and TAG inh DAPI viability -3.
For O=C(N/N=C/c1cccs1)c1cccnc1 the results were TAG inh 10 and TAG inh DAPI viability 5.
For Cc1ccc(C2N(c3cccc(Cl)c3)C(=O)N3CCCN23)cc1 (configuration not stated) the results were TAG inh 1 and TAG inh DAPI viability 2.
CN(CC(=O)Nc1cc(Cl)ccc1Cl)C1CCS(=O)(=O)C1 (configuration not stated) was read as TAG inh -2 and TAG inh DAPI viability 1.
CCOC(=O)c1oc2ccc(S(=O)(=O)n3nc(-c4ccc(OC)cc4)cc3N)cc2c1C was read as TAG inh 8 and TAG inh DAPI viability 3.
`Cc1ccc(SC(C)C(=O)Nc2ccc(S(=O)(=O)N3CCOCC3)cc2)cc1` (configuration not stated) gave TAG inh -11 and TAG inh DAPI viability -3.
`Clc1ccc(CSc2nnc(-c3ccc4c(c3)OCO4)o2)cc1` gave TAG inh 11 and TAG inh DAPI viability -6.
`Cc1c2cnn(CC(=O)NCCCN3CCCCC3)c(=O)c2c(C)n1Cc1ccccc1` gave TAG inh -19 and TAG inh DAPI viability 9.
`O=C(CSc1nnc2ccccn12)NC(=O)Cc1ccccc1` gave TAG inh 9 and TAG inh DAPI viability 3.
`Cn1c(C(C#N)C(=O)c2ccco2)nc2ccccc21` (configuration not stated) gave TAG inh -9 and TAG inh DAPI viability 12.
`CC(Cc1ccccc1)NC(=O)c1cc([N+](=O)[O-])ccc1Cl` (configuration not stated) gave TAG inh 3 and TAG inh DAPI viability 1.
Screening O=C(NCc1cccc(F)c1)c1noc2c1CCCC2 returned TAG inh -3 and TAG inh DAPI viability 0.
For CCCN(CC(=O)Nc1ccc(C(N)=O)cc1)CC(=O)Nc1ccccc1C the results were TAG inh 4 and TAG inh DAPI viability -8.
Screening CCS(=O)(=O)N1CCC(C(=O)NCc2ccc(OC)cc2OC)CC1 returned TAG inh -1 and TAG inh DAPI viability 2.
O=[N+]([O-])c1cc([N+](=O)[O-])c(Oc2cc(Cl)ccc2Cl)cc1NC1CCCCCCC1 was read as TAG inh 25 and TAG inh DAPI viability 5.
Screening CCOC(=O)C1=CN(Cc2ccco2)S(=O)(=O)N(CC)C1c1ccc(F)c(Cl)c1 (configuration not stated) returned TAG inh 0 and TAG inh DAPI viability -3.
COc1ccccc1NNC(=O)c1cc(C(C)(C)C)nn1Cc1ccccc1 was read as TAG inh 2 and TAG inh DAPI viability 3.
Screening O=C(CCc1nnc(CCC2CCCCC2)o1)NCc1ccon1 returned TAG inh -3 and TAG inh DAPI viability -8.
For CC(=O)N1CCN(C(=O)Cn2c(=O)oc3ccccc32)CC1 the results were TAG inh 9 and TAG inh DAPI viability -3.
Screening CC(CCc1ccccc1)NC(=O)CSc1ccccn1 (configuration not stated) returned TAG inh 0 and TAG inh DAPI viability -1.
CC(Oc1ccc(Br)cc1)C(=O)Nc1nc(-c2ccccn2)cs1 (configuration not stated) was read as TAG inh -56 and TAG inh DAPI viability -10.
CCc1nc2c(OCc3ccc(C#N)cc3)cccn2c1N(C)C(=O)C(C)C was read as TAG inh 7 and TAG inh DAPI viability -21.
For COC(=O)c1cc(CNC(=O)c2ccccc2Cl)ccc1OC the results were TAG inh -2 and TAG inh DAPI viability -7.
For Cc1nn(-c2ccccc2)c2sc(C(=O)n3cccn3)cc12 the results were TAG inh -6 and TAG inh DAPI viability -11.
Screening COc1ccc(-c2c(-c3ccsc3)oc3ccc(N4CCOCC4)cc23)cc1 returned TAG inh 11 and TAG inh DAPI viability 62.
CCN(CC)CCCn1c2c(c(SCC(=O)N3CCCc4ccccc43)nc1=O)CCC2 was read as TAG inh 26 and TAG inh DAPI viability -16.
COc1cc(NC(=O)C(=O)N2CCN(C)CC2)c(OC)cc1Cl was read as TAG inh 3 and TAG inh DAPI viability -3.
For COC(=O)c1c(NC(=O)CN2CCCc3ccccc32)sc(C)c1C the results were TAG inh 2 and TAG inh DAPI viability 2.
